Screening data deposited in PubChem BioAssay by National Center for Advancing Translational Sciences (NCATS).
ASM inhibitor = blocks human secretory acid sphingomyelinase. Potency, µM (titrated, usually from 57.5 µM), inactives show at the highest dose activity change, negative = inhibition, most hits filed as inhibitors. placental ASM, HMU-PC fluorogenic substrate, 60 min. P17405. 340,000 tested, 0.006% active; further: potency means the concentration at half of the fitted maximal effect
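Fluorescence read-out (Ex 386 nm, Em 447 nm) after stopping the reaction at pH 10. Enzyme: ASM from human placenta; substrate HMU-PC0, 9 uM final; 60 min, 37 °C. Compound preincubation 10 min, ambient temperature.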
Coupling enz = inhibits coupling enzyme system, counter-screen for aldolase hits; 290,000 tested, 0.67% active; activity change, negative = inhibition, % at 58.2 µM, hits read low; coupling enzyme system counterscreen, AmpLite Red fluorescence; AID 2472; in the data active means activity change below about -30%; further: on the % scale 0 is the no-effect control and ±100 the full control effect
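Counterscreen lacking aldolase: glyceraldehyde-3-phosphate coupling-enzyme reagent preincubated 10 min at RT with compound (at 57.5 uM final), then substrate/coupling system with AmpLite Red added; fluorescence read at 525/598 nm after 20 min RT.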
AT treatment = candidate therapy for ataxia-telangiectasia. Potency, µM (doses to about 57.5 µM), for the others: top-dose activation, hits mostly activators. […] A-T fibroblasts, KAP-1 phosphorylation AlphaLISA; neocarzinostatin DNA damage 30 min before lysis. 320,000 tested, 0.19% active; further: potency means the concentration at half of the fitted maximal effect; % of control where 0% means no effect; nearly all actives have a fitted effect of over 45% in size
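hTERT-immortalized A-T patient fibroblasts ([…]), 500 cells/well in OPTI-MEM, 1% FBS, got compounds for 60 min, then NCS for 30 min at 37C. Lysates were then assayed for phospho-KAP-1 by AlphaLISA (anti-pKAP1 donor, anti-KAP1 acceptor beads), 6 hr at 25C.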
KCNH2 WT inh = inhibitors of human wildtype KCNH2 potassium channel; Q12809; U2OS, BacMam KCNH2, thallium flux FluxOr; active compounds read low; activity change, % at 1.84 µM; 340,000 tested, 0.37% active;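 active means maximum activity change below -70%; inconclusive means maximum activity change between -70% and -50%; inactive means maximum activity change above -50%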; further: on the % scale 0 is the no-effect control and ±100 the full control effect
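U2OS cells were transduced with wild-type KCNH2 virus (2.03 x 10^8 / mL) for 4 h at room temperature, then cultured overnight at 37 C. Thallium flux was read with FluxOr dye. Rate constants were normalized to DMSO controls.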
MBNL1-CUG inh = MBNL1-poly(CUG) RNA binding inhibition | 280,000 tested, 0.036% active | TR-FRET MBNL1-His/biotin-(CUG)12 binding, 665/545 ratio | Potency, µM (top dose mostly 57.5 µM), inactives show at the highest dose activity change, negative = inhibition, hits mostly inhibitors | Q9NR56; active means well fitted inhibition curve with a large enough effect in the signal ratio, with a control signal flat, not every such curve was filed as active; inconclusive means small, poorly fitted or top-dose-only effect, or effect the other way, or a change in a side signal; inactive means no such curve, though single readings can be large or run the other way; the % refers to the signal ratio; further: potency means the concentration at half of the fitted maximal effect; on the % scale 0 is the no-effect control and ±100 the full control effect
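Inhibition of protein-RNA binding appears as loss of TR-FRET between terbium anti-His antibody on MBNL1-His and streptavidin-XL665 on biotin-(CUG)12. Activity is normalized to buffer-only and uninhibited-complex controls.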
MLL CXXC-DNA inh = inhibitors of human MLL CXXC domain-DNA interaction. Potency, µM (series often up to 115 µM), inactives show at the top dose activity change, negative = inhibition, most hits filed as inhibitors. AID 2662. MLL-CXXC / FITC-HOXA9 DNA fluorescence polarization. 290,000 tested, 0.037% active. Q03164; active means well fitted inhibition curve with a large enough effect in the polarisation, with a control signal flat, not every such curve was filed as active; inconclusive means small, poorly fitted or top-dose-only effect, or effect the other way, or a change in a side signal; inactive means no such curve, though single readings can be large or run the other way; the % refers to the polarisation; further: potency means the concentration at half of the fitted maximal effect
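Steps: dispense CXXC domain solution (7 uM) → pin compounds or unlabeled HOX-A9 DNA control → 5 min ambient → add FLSN-HOX-A9 solution (50 nM) → spin → 30 min ambient → fluorescence polarization. Tris pH 7.5/NaCl/DTT/BSA buffer.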
GALK inhibitor = inhibitors of human galactokinase; P51570; Purified GALK, Kinase-Glo residual ATP luminescence; Potency, µM (series often up to 57.5 µM), for the others: at the highest dose activity change, negative = inhibition, usual class: inhibitors; 270,000 tested, 0.007% active; AID 1868; further: potency means the concentration at half of the fitted maximal effect; on the % scale 0 is the no-effect control and ±100 the full control effect
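GALK at 5 nM final was combined with compound, 35 uM ATP and 100 uM galactose in HEPES pH8.0 with MgCl2 and DTT. The reaction ran one hour at room temperature before luminescent ATP detection.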
Integrin act MD = activates integrin-mediated alleviation for muscular dystrophy | Potency, µM (top dose mostly 38.3 µM), for the others: top-dose activation, most hits filed as activators | alpha7betagal myoblasts, beta-gal FDG fluorescence, 48 h | 350,000 tested, 0.064% active;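 further: potency means the concentration at half of the fitted maximal effect; 100% = response of the positive control SU9516; nearly all actives have a fitted effect of over 60% in size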
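Alpha7betagal+/- myoblasts (passage 13) were plated 16-24 hr, then exposed to compounds (1:260 dilution of DMSO stock) for 48 hours at 37C. After MPER lysis, β-galactosidase reporter activity was read as FDG fluorescence (ex 480/em 540) after 30 minutes.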
TRPV1 agonist = agonists of human vanilloid receptor 1 (TRPV1). Q8NER1. TRPV1-expressing cells, Fluo-8 calcium influx, agonist mode. activation, % at 8.33 µM. 320,000 tested, 0.19% active; in the data active means activation above about 80%; inconclusive means between about 30% and that limit; further: 0% is about no effect
Target sequence (Q8NER1 whole entry, looked up): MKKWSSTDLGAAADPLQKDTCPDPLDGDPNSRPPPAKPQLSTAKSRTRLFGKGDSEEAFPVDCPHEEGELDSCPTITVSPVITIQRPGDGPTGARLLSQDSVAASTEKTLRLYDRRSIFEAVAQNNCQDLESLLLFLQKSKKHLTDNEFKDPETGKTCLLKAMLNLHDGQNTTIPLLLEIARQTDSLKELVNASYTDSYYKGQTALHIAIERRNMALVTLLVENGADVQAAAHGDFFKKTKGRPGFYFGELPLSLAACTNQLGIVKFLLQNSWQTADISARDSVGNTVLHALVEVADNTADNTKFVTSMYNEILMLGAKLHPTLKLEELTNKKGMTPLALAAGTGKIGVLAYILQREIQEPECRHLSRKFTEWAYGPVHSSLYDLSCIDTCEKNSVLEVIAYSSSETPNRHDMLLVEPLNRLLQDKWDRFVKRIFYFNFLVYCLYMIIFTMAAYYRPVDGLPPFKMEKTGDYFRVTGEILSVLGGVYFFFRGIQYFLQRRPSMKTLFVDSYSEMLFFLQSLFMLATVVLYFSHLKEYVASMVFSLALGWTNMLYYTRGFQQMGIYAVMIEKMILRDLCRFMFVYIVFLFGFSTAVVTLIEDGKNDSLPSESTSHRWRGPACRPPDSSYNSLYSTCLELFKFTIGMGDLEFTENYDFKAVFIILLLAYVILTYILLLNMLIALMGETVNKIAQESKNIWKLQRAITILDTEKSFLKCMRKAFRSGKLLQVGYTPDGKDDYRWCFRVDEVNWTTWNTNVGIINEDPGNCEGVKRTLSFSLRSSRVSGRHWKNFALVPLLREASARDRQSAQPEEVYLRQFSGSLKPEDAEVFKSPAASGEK
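Cells expressing TRPV1 were dye-loaded with Fluo-8 and read kinetically: 10 s baseline, 3 min after compound (agonist portion), then 2 min after EC20 capsaicin (allosteric enhancer portion). Calcium-bound dye fluorescence at 480/520 nm.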
KCNH2 3.1 inh = KCNH2 3.1 (human) potassium channel inhibition | U2OS KCNH2 3.1, thallium flux FluxOr; active compounds read low | activity change, % (tested at about 1.8 µM) | 340,000 tested, 0.95% active | AID 720553;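 active means maximum activity change below -70%; inconclusive means maximum activity change from -70% to -50%; inactive means maximum activity change above -50%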;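 further: thallium influx rate constant from kinetic fluorescence after stimulation buffer; on the % scale 0 is the no-effect control and ±100 the full control effect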
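Kinetic fluorescence (2 min after stimulation buffer) measures Tl+ influx through KCNH2 3.1 expressed by viral transduction in U2OS cells; the rate constant is normalized against DMSO controls serving as positive and negative references.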
Starred values were filed as active, the others as inactive; u = inconclusive; x = not tested or not shown; & = joins results of further samples; [ ] = another dose, or the depositor's remark. Unless noted, the call rests on the fitted dose curve; in most records, active means well fitted curve in the direction sought with a large enough effect; inconclusive means small, poorly fitted or top-dose-only effect, or another doubt; inactive means no such curve, though single readings can be large; an effect the other way counts as inactive or inconclusive.

SMILES	ASM inhibitor	Coupling enz	AT treatment	KCNH2 WT inh	MBNL1-CUG inh	MLL CXXC-DNA inh	GALK inhibitor	Integrin act MD	TRPV1 agonist	KCNH2 3.1 inh
CCN(C(=O)CN1C(=O)NC2(CCc3ccccc32)C1=O)C1CCCCC1 (configuration not stated)	3%	x	-3%	-7	x	x	x	-41%	-1	-14
Cn1nccc1C(=O)N1CCN(c2cccc(C(F)(F)F)c2)CC1	3%	x	u	21	0%	-5%	-7%	u	-2	-5
CNC(=S)N1CCN(c2ccccn2)CC1	4%	1	1%	4	x	5%	1%	-12%	1	-7
Cc1ccc(NC(=O)C(C)c2cccc(C(=O)c3ccccc3)c2)cc1 (configuration not stated)	3%	5	2%	-12	-1%	0%	-1%	-11%	21	3
COc1ccc(-c2ccc(-c3cc(=O)oc4cc(OC)c(OC)c(OC)c34)cc2)cc1	-5%	1	5%[11.5 µM]	-14	x	x	x	6%	x	-1
O=c1c2ccccc2[nH]c2ccc(O)cc12	403%[activator]	-10	22%	7	u	7%	7%	23%	-1	-1
COC(=O)c1ccc(C23CC4(C2)[C@H](CN(Cc2cccnc2)[C@@H]4c2ccccc2)C3c2ccc(Cl)nc2)cc1 (some centres not stated)	-5%	0&0	-13%	x	-11%	-10%	3%	-10%	0	x
COc1ccccc1OCCC(=O)OCC(=O)c1[nH]c(C)c(C(C)=O)c1C	-1%	-1	-10%	7	-5%	-5%	8%	-19%	10	7
CN(C)c1ccc(C(C(=O)NC2CCCC2)N(C(=O)c2csnn2)C2CC2)cc1 (configuration not stated)	2%	-1	17%	-15	-2%	4%	-1%	14%	-3	1
O=C(NCCCCCCCN1CCCCCCC1)C(C1CCCCC1)C1CCCCC1	6%	x	x	13	x	x	x	-55%[inhibitor]	x	-16
O=P1(O)C=C(c2ccccc2)OC(c2ccccc2)=C1	3%	6	2%	-14	-15%	-8%	-4%	-16%	1	1
CC(=O)Nc1ccc(-c2csc(NCc3ccco3)n2)cc1	-1%	0	2%	-18	u	2%	0%	7%	-4	-4
CCn1c(SCC(=O)Nc2ccccc2)nnc1-c1cccs1	2%	-9	-7%	36	2%	4%	-1%	21%	1	-5
COc1ccccc1/C=C/C=N/n1c(-c2ccc(F)cc2)n[nH]c1=S	-3%	2	8%	-4	x	-5%	-5%	-14%	x	-5
O=[N+]([O-])c1ccc(SNc2ccccc2)c([N+](=O)[O-])c1	-26%	x	x	-6	x	x	x	6%	x	-15
Cc1cccc(C(=O)NCC(=O)NCCSc2ccc(Br)cc2)c1	-4%	x	-2%	4	x	x	x	-27%	14	-2
COc1ccc(NS(=O)(=O)c2ccc(OCC(=O)N3CCOCC3)cc2)cc1	0%	4	4%	-5	-8%	-8%	-2%	30%	1	-5
COc1cccc(CN2CCNC(=O)C2CC(=O)N(C)C2CCOCC2)c1OC (configuration not stated)	x	x	6%	-4	4%	15%	0%	-11%	-1	9
CCCCN(C)CCN1C(=O)C2C(C(=O)Nc3cccc(OC)c3)C3C=CC2(O3)C1C(=O)NC1CCCCC1C (configuration not stated)	8%	1	-2%	17	-7%	-9%	-1%	-16%	-3	-3
CCOC(=O)c1c(NC(=S)Nc2cccnc2)sc(C)c1C	-3%	1	1%	-13	7%	10%	2%	-201%[inhibitor]	8	-9
Cc1ccn2cc(-c3cccc(NS(C)(=O)=O)c3)nc2c1	-2%	-8	-2%	7	5%	-1%	7%	19%	-1	1
O=C1CCCN1c1ccc(C(=O)N(Cc2nnc(-c3ccc(Cl)cc3)o2)C2CC2)cc1	-4%	x	-5%	-4	x	x	x	1%	-6	3
Cc1cc(Oc2ccc(-c3ccccc3)cc2)nc(N2CCOCC2)n1	-4%	-3	14%	13	-6%	4%	-5%	-5%	0	-3
CCN(CC)CCN1c2ccccc2Sc2ccc3ccccc3c21	4%	-1	8%	23	12%	5%	-2%	-41%	7	-19
CCOc1ccc(NC(=O)CN(C)C(=O)C2CSC3(C)CCC(=O)N23)cc1OCC (configuration not stated)	3%	x	0%	-2	x	x	x	30%	-2	-18
COc1ccc([C@H]2CC(=O)C=C(c3ccc(OC(F)(F)F)cc3)C2)cc1OC	-15%	x	-6%	x	x	x	x	-36%	2	x
O=C(Cn1cnc2scc(-c3ccc(F)cc3)c2c1=O)N1CCOCC1	2%	1	1%	6	-5%	4%	2%	-4%	-1	-6
CC(=O)Nc1ccc(SCC(=O)NC(=O)c2ccccc2Br)cc1	4%	x	4%	1	x	x	x	17%	0	-2
COc1ccc(NC(=O)C2(c3ccc(NC(=O)c4ccc(OC)cc4)cc3)CCCC2)cc1	2%	3	2%	-5	-21%	0%	0%	11%	-1	23
CC(=O)c1cccc(NC(=O)c2cc(S(=O)(=O)N3CCOCC3)cs2)c1	1%	x	8%	-3	2%	10%	6%	16%	17	0

Fetched by structure from above (2):
SMILES	ASM inhibitor	Coupling enz	AT treatment	KCNH2 WT inh	MBNL1-CUG inh	MLL CXXC-DNA inh	GALK inhibitor	Integrin act MD	TRPV1 agonist	KCNH2 3.1 inh
O=C(Cn1cnc2scc(-c3ccc(F)cc3)c2c1=O)N1CCOCC1	2%	1	1%	6	-5%	4%	2%	-4%	-1	-6
CNC(=S)N1CCN(c2ccccn2)CC1	4%	1	1%	4	x	5%	1%	-12%	1	-7

The results go on:
SMILES	ASM inhibitor	Coupling enz	AT treatment	KCNH2 WT inh	MBNL1-CUG inh	MLL CXXC-DNA inh	GALK inhibitor	Integrin act MD	TRPV1 agonist	KCNH2 3.1 inh
Cc1cc(C)c2c(CC(=O)O)coc2c1	1%	0	9%	1	-2%	12%	7%	-20%	1	21
Cc1nnsc1NC(=O)OCCCl	11%	0	9%	-4	9%	-2%	-1%	-2%	0	-8
CCOC(=O)Cc1csc(NC(=O)c2ccc(C)cc2)n1	6%	-3	-2%[11.5 µM]	-11	13%	-3%	-1%	10%	u	6
Cc1ccc(Cn2c(C3CCCN3c3nc(C)cs3)nc3cc(C(=O)NCCCO)ccc32)cc1 (configuration not stated)	-4%	x	x	-6	x	x	x	-21%	x	42
CCC(C)n1c(=O)c(C(=O)Nc2ccccc2S(N)(=O)=O)c(O)c2ccccc21 (configuration not stated)	-1%	-6	6%	-4	-8%	-5%	2%	-63%[inhibitor]	5	9
O=C1CN(C(=O)NCC(=O)N[C@@H](C(=O)O)c2ccccc2)c2ccccc2N1	-2%	-2	9%	-6	-9%	u	4%	21%	-4	4
N#CC1c2ccccc2C=CN1C(=O)c1ccccc1 (configuration not stated)	-1%	-4	u	-1	5%	20%	0%	0%	x	6
CCCCCNC(=O)c1cccc(S(=O)(=O)N2CC3(C)CC2CC(C)(C)C3)c1 (configuration not stated)	0%	x	3%	2	x	x	x	-38%	u	-8
COC(=O)Nc1ccc(S(=O)(=O)N(C)C)cc1	0%	2	x	1	-2%	1%	2%	19%	-2	-8
COc1ccccc1N(CC(O)Cn1c(C)nc2ccccc21)S(=O)(=O)c1ccccc1 (configuration not stated)	3%	1	9%	2	x	-5%	0%	24%	8	16
CCOC(=O)N/N=C1\CC(C)S(=O)(=O)c2ccc(Cl)cc21 (configuration not stated)	2%	8	-4%	-2	x	8%	-2%	-5%	-3	7
CC1(C)Oc2ccc3ccc(=O)oc3c2/C(=C/Nc2ccccn2)C1=O	-14%	-1	7%	18	-3%	-9%	4%	3%	16	11
CC(=O)n1cc(N(C(=O)CCl)c2ccc([N+](=O)[O-])cc2)c2ccccc21	-4%	-1	15%	12	15%	19%	-8%	-65%[inhibitor]	0	-12
Cc1ccc(C2(CC(=O)Nc3nccs3)CCOC(C(C)C)C2)cc1 (configuration not stated)	0%	1	3%	0	u	-1%	-4%	20%	18	-18
S=C(N/N=C/c1ccc(Br)cc1)N1CCCCC1	-2%	-1	3%	-8	15%	-1%	0%	27%	u	20
CCNC(=S)N/N=C(\C)c1cccc(OC)c1	2%	1	-3%	0	-3%	-9%	1%	-36%[inhibitor]	1	4
C=CCn1c(SCC(=O)N2N=C(c3ccco3)CC2c2ccco2)nnc1-c1ccncc1 (configuration not stated)	0%	5	0%	-23	5%	-1%	0%	-20%	-4	5
Cc1cc2nc(-c3ccc4c(c3)CCC4)ccn2n1	20%	0	10%	4	24%	-9%	0%	-7%	u	4
O=C(NCCC1=CCCCC1)C(=O)NCCc1ccc(Cl)cc1	-3%	4	3%	-42	-13%	-5%	2%	33%	-2	-3
COc1ccccc1C(=O)OC(C)CN1CCN(C)CC1 (configuration not stated)	7%	-1	-41%	3	6%	-13%	0%	13%	2	9
COc1ccc(NC(=O)C2CC(c3ccc(Cl)cc3)=NO2)cc1OC (configuration not stated)	-2%	1	-7%	7	-9%	31%[activator]	1%	-37%	u	2
